E-selectin induc: E-selectin induction on HUVECs | HUVEC E-selectin immunofluorescence imaging; normalized: neutral wells 0, TNF-alpha wells 100 | AID 686992 | P16581 | 260,000 tested, 0.37% active | activation, % at 7.58 µM;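 active means mean E-selectin-positive cell signal at least 10% of the positive control, reached in at least 60% of replicates, without over 20% cell loss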;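 further: in these data hits start at about 27%; measured in HUVEC primary endothelial cells; signal is the percent of cells scored E-selectin positive by PE staining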
Target sequence (P16581 whole entry, looked up): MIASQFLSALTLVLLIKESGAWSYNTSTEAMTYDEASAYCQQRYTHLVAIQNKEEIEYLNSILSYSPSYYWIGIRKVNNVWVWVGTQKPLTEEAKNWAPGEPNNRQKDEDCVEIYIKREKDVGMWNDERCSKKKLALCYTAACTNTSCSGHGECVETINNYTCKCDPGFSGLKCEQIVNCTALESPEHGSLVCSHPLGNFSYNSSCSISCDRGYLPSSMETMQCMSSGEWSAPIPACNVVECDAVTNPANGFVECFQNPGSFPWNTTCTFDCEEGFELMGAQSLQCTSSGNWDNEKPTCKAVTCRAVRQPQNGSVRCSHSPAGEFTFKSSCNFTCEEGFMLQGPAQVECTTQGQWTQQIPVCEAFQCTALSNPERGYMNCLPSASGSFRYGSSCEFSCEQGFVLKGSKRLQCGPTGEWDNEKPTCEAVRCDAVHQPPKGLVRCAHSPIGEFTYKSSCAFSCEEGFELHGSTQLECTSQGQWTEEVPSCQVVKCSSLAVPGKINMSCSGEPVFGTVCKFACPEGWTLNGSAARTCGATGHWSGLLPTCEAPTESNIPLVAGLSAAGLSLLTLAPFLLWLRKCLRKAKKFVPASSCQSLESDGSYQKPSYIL
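Test system: HUVEC; input: 3,000 HUVEC/well; measured by: immunofluorescence imaging; read-out: % PE-positive cells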
RAD52 anneal inh: RAD52 (human) annealing inhibition; P43351; inhibition, % at 18.7 µM; 360,000 tested, 0.46% active; recombinant RAD52 DNA annealing, FRET fluorescence;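 active means every replicate showing at least 50% inhibition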
Target sequence (P43351 whole entry, looked up): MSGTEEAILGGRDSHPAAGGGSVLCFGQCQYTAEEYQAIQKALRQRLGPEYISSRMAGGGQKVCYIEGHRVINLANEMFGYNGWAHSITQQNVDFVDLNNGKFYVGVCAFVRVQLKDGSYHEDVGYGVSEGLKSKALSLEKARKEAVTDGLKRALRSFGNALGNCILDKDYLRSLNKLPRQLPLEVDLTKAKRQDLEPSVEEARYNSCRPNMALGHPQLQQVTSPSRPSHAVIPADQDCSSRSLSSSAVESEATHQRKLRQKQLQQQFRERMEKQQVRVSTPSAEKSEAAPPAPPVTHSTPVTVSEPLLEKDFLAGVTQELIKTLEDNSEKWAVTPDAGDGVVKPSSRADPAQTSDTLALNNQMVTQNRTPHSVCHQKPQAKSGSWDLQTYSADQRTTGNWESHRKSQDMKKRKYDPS
Xi reactivation: reactivates the inactive X chromosome in mouse fibroblasts | XiGFP mouse fibroblasts, % GFP-positive cells imaging, 3 d; cells co-treated with 5-aza-dC sensitizer; scaled so ellipticine positive control = 100% | activation, % at 7.58 µM | 360,000 tested, 0.055% active | AID 743238;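 active means mean normalized replicate activation at least 10% and every replicate at or above 10%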;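 further: 0% = median of on-plate neutral control wells and 100% = ellipticine 6 µM median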
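Material: SV40-immortalized XiGFP fibroblast cells, line 68-5-11 | Buffer or medium: DMEM containing 5-aza-dC | Dosing: One concentration, pinned | Times: 3 d treatment, 15 min room-temperature fixation | Controls: Ellipticine 6 µM positive control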
S100A4 inh HTS: blocks human S100A4 binding to myosin IIA peptide | inhibition, % at 10.7 µM | S100A4/TAMRA-MyoIIA peptide fluorescence polarization | 360,000 tested, 0.14% active;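 active means mean inhibition of at least 70% across replicates, with every replicate also reaching that level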
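assay system = human S100A4 monomer with TAMRA-labelled myosin IIA peptide | also added = labelled myosin peptide probe, 5 nM | incubation = 5 min between mix addition and reading | control set = DMSO and TFP controls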
RAD54 branch: blocks human RAD54 Holliday junction branch migration; FAM/BHQ fluorescence; inhibition, % at 10.4 µM; 360,000 tested, 0.14% active; Q92698; AID 602329;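 active means mean normalized replicate activity at least 40 and at least half of replicates scoring 40 or more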;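 further: 0% = median of neutral control wells and 100% = median of positive control wells; inhibitors cause a drop in the FAM fluorescence signal; in these data hits start at about 50%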
esBAF inh: SWI/SNF esBAF complex inhibition | mouse ES cells, Bmi1-luciferase knock-in reporter, 24 h; 100% = twice the neutral-well signal | reporter increase, % at 12.5 µM | 350,000 tested, 2% active | AID 602393; in the data active means activation above about 40%;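 further: 0% = median of the plate's neutral control wells and 100% = double that signal; a rise in the Bmi1 reporter signal indicates esBAF inhibition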
ERAP1 HTS inh: ERAP1 (human) enzyme inhibition. Q9NZ08. recombinant ERAP1, Leu-AMC fluorescence, 60 min. inhibition, % at 10.7 µM. 340,000 tested, 0.15% active. AID 652197;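 active means mean replicate inhibition of at least 30%, or all replicates individually reaching that 30% level; inactive means mean below 30% and not every replicate reaching it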;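 further: 0% = neutral control wells and 100% = L-leucinethiol positive control wells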
ERp5 block: blocks human ERp5 reductase activity on insulin; ERp5 insulin aggregation, absorbance 650 nm, 90 min; 350,000 tested, 0.05% active; inhibition, % at 9.99 µM; AID 651711; Q15084;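 active means mean replicate inhibition above about 25%, with every replicate also reaching it, limit read from the data, passing the limit was not always enough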
An asterisk follows results filed as active.

Screening Cc1ccc(-c2cnc3c(c2)C(=O)N([C@H](C)CO)C[C@@H](C)[C@@H](CN(C)C(=O)c2cccc(F)c2)O3)cc1 returned E-selectin induc -0.5, RAD52 anneal inh 13, Xi reactivation -0.4, S100A4 inh HTS 0, RAD54 branch 0, esBAF inh -2, ERAP1 HTS inh -1 and ERp5 block 1.
COc1cccc(CN(Cc2cccnc2)S(=O)(=O)c2ccc(-n3cnnn3)c(C)c2)c1OC was read as RAD52 anneal inh 1, S100A4 inh HTS -84, RAD54 branch -4, esBAF inh -6, ERAP1 HTS inh 2 and ERp5 block 5.
`CC(C)[C@H](NC(=O)c1ccccc1)C(=O)OCC(=O)N1CCCc2ccccc21` gave RAD52 anneal inh -11, Xi reactivation 0.0, S100A4 inh HTS 0, ERAP1 HTS inh 3 and ERp5 block 2.
For CC(=O)NCCc1ccc(S(=O)(=O)Nc2ccc(NC(=O)c3ccc(F)cc3)cc2)cc1 the results were E-selectin induc 0.7, RAD52 anneal inh 6, Xi reactivation 0.0, S100A4 inh HTS -4, RAD54 branch 1, esBAF inh -5, ERAP1 HTS inh -1 and ERp5 block -2.
COc1ccc(CNC(=O)C[C@@H]2C=C[C@@H](NC(=O)c3ccc4c(c3)OCO4)[C@@H](CO)O2)cc1 was read as E-selectin induc 0.0, RAD52 anneal inh -5, Xi reactivation -0.1, S100A4 inh HTS -2, RAD54 branch 2, esBAF inh 5, ERAP1 HTS inh 0 and ERp5 block 6.
`O=C(O)CC/C(=N\NC(=O)c1ccc(F)cc1)c1ccc(Br)cc1` gave RAD52 anneal inh -10, Xi reactivation 0.2, S100A4 inh HTS -1, RAD54 branch -1, esBAF inh 11, ERAP1 HTS inh 3 and ERp5 block 7.
`CCCN1C[C@H](C)[C@H](OC)CN(C)C(=O)c2ccc(NC(=O)CC(F)(F)F)cc2OC[C@@H]1C` gave E-selectin induc -0.3, RAD52 anneal inh -21, Xi reactivation 0.3, S100A4 inh HTS -11, ERAP1 HTS inh -1 and ERp5 block -3.
Screening COc1ccc(S(=O)(=O)N2CCOC23CCN(S(=O)(=O)c2ccccc2)CC3)cc1 returned E-selectin induc -1.2, RAD52 anneal inh -3, Xi reactivation 0.8, S100A4 inh HTS -7, RAD54 branch -7, ERAP1 HTS inh -1 and ERp5 block 5.
COc1ccc(OC)c(N/C=C/C(=O)c2ccc(OC)c(OC)c2)c1 was read as E-selectin induc 6.0, RAD52 anneal inh -90, Xi reactivation -0.1, S100A4 inh HTS 2, RAD54 branch 8, esBAF inh -1, ERAP1 HTS inh 0 and ERp5 block 1.
For Cc1ccccc1NC(=O)Cc1nc(COC(=O)COc2ccccc2C(C)C)cs1 the results were E-selectin induc -0.3, RAD52 anneal inh -39, Xi reactivation 0.0, S100A4 inh HTS 6, RAD54 branch -3, esBAF inh -4, ERAP1 HTS inh 4 and ERp5 block 2.

Filtered by structure: the entries above with nitrogen in an aromatic ring (three)
Screening Cc1ccc(-c2cnc3c(c2)C(=O)N([C@H](C)CO)C[C@@H](C)[C@@H](CN(C)C(=O)c2cccc(F)c2)O3)cc1 returned E-selectin induc -0.5, RAD52 anneal inh 13, Xi reactivation -0.4, S100A4 inh HTS 0, RAD54 branch 0, esBAF inh -2, ERAP1 HTS inh -1 and ERp5 block 1.
COc1cccc(CN(Cc2cccnc2)S(=O)(=O)c2ccc(-n3cnnn3)c(C)c2)c1OC was read as RAD52 anneal inh 1, S100A4 inh HTS -84, RAD54 branch -4, esBAF inh -6, ERAP1 HTS inh 2 and ERp5 block 5.
For Cc1ccccc1NC(=O)Cc1nc(COC(=O)COc2ccccc2C(C)C)cs1 the results were E-selectin induc -0.3, RAD52 anneal inh -39, Xi reactivation 0.0, S100A4 inh HTS 6, RAD54 branch -3, esBAF inh -4, ERAP1 HTS inh 4 and ERp5 block 2.

Going on with the list:
Screening CC(C)(C)c1cc(NC(=O)Nc2ccc(Br)cc2Cl)no1 returned E-selectin induc 0.3, RAD52 anneal inh -25, Xi reactivation 0.2, S100A4 inh HTS 2, ERAP1 HTS inh 3 and ERp5 block 1.
Screening Cc1ccc(C(=O)Nc2ncccc2S(=O)(=O)c2ccccc2)cc1 returned E-selectin induc 0.0, RAD52 anneal inh -20, Xi reactivation 0.0, S100A4 inh HTS 2, RAD54 branch -13, esBAF inh 113*, ERAP1 HTS inh -2 and ERp5 block 3.
Screening O=C(NCCNC(=O)c1ccc([N+](=O)[O-])cc1)c1ccncc1 returned RAD52 anneal inh -4, Xi reactivation 0.0, S100A4 inh HTS 5, esBAF inh -7, ERAP1 HTS inh 14 and ERp5 block 1.
O=C(NC1CC2CCCC(C1)N2C(=S)NCCc1ccccc1)C1CC1 (configuration not stated) was read as RAD52 anneal inh -9, Xi reactivation 0.0, S100A4 inh HTS 8, ERAP1 HTS inh -1 and ERp5 block 5.
`C[C@H]1CN([C@@H](C)CO)C(=O)c2cc(NC(=O)Cc3cn(C)c4ccccc34)ccc2O[C@H]1CN(C)C(=O)Nc1ccccc1` gave E-selectin induc 0.0, RAD52 anneal inh -8, Xi reactivation -0.2, S100A4 inh HTS 13, RAD54 branch -2, esBAF inh 10, ERAP1 HTS inh -1 and ERp5 block 7.
For COc1cccc(-c2n[nH]c(=S)n2Cc2ccco2)c1 the results were E-selectin induc -1.0, RAD52 anneal inh -2, Xi reactivation -0.1, S100A4 inh HTS -5, RAD54 branch -2, esBAF inh 0, ERAP1 HTS inh 1 and ERp5 block 1.
Screening CC1=CC(=C(C#N)C#N)C=C(C)N1Cc1ccccc1 returned RAD52 anneal inh -17, Xi reactivation 0.0, S100A4 inh HTS 0, esBAF inh 7, ERAP1 HTS inh -3 and ERp5 block -3.
`CCn1c(=O)c(C(=O)Nc2ccccc2)c(O)c2ccccc21` gave RAD52 anneal inh -11, Xi reactivation 0.0, S100A4 inh HTS 3, RAD54 branch -1, esBAF inh 6, ERAP1 HTS inh 3 and ERp5 block 0.
CC(=O)C1CCC2C3CC=C4N(C)C(=O)CCC4(C)C3CCC12C (configuration not stated) was read as E-selectin induc 0.1, RAD52 anneal inh -10, Xi reactivation -0.1, S100A4 inh HTS 29, RAD54 branch 1, esBAF inh -7, ERAP1 HTS inh 1 and ERp5 block 4.
For CCC(=O)Nc1ccc2c(c1)OC[C@H](C)N(C(=O)COC)C[C@@H](C)[C@@H](OC)CN(C)C2=O the results were E-selectin induc -0.2, RAD52 anneal inh 20, Xi reactivation 0.0, S100A4 inh HTS 3, RAD54 branch 0, esBAF inh -1, ERAP1 HTS inh 0 and ERp5 block 2.
`Cc1cn(C(C)C)c(=O)n(-c2ccccc2)c1=O` gave RAD52 anneal inh -4, Xi reactivation 0.2, S100A4 inh HTS -5, RAD54 branch 14, esBAF inh -4, ERAP1 HTS inh -1 and ERp5 block -3.
C[C@H](CO)N1C[C@H](C)[C@@H](CN(C)C(=O)NC2CCCCC2)Oc2ccc(NC(=O)C3CC3)cc2CC1=O was read as E-selectin induc -0.3, RAD52 anneal inh 8, Xi reactivation -1.0, S100A4 inh HTS 0, RAD54 branch 8, esBAF inh 3, ERAP1 HTS inh 0 and ERp5 block 0.
`CCOC(=O)c1c(C)[nH]c(C)c1C=O` gave E-selectin induc 0.4, RAD52 anneal inh 3, Xi reactivation 0.0, S100A4 inh HTS -7, RAD54 branch -2, esBAF inh -7, ERAP1 HTS inh -3 and ERp5 block -1.
c1ccc2c(OCCCCN3CCCC3)cccc2c1 was read as E-selectin induc -0.1, RAD52 anneal inh 40, Xi reactivation 0.0, S100A4 inh HTS -3, RAD54 branch -4, esBAF inh -13, ERAP1 HTS inh 0 and ERp5 block 3.
For CCOC(=O)c1cccc(NC(=O)CCc2ccccc2)c1 the results were E-selectin induc 0.9, RAD52 anneal inh -5, Xi reactivation 0.1, S100A4 inh HTS 2, RAD54 branch 3, esBAF inh 15, ERAP1 HTS inh 2 and ERp5 block -1.
Clc1ccc(CSc2nncn2-c2ccc3c(c2)OCCO3)cc1 was read as RAD52 anneal inh -7, Xi reactivation -0.1, S100A4 inh HTS 4, RAD54 branch -8 and ERp5 block 4.
For CCN(Cc1ccccc1)C(=O)CSc1ncn[nH]1 the results were E-selectin induc 0.0, RAD52 anneal inh 4, Xi reactivation 0.0, S100A4 inh HTS -2, RAD54 branch -7, esBAF inh -4, ERAP1 HTS inh -3 and ERp5 block -3.
For CC(O)(CS(=O)(=O)Cc1ccc(Cl)cc1)C(=O)Nc1cccc(C(F)(F)F)c1 (configuration not stated) the results were RAD52 anneal inh -7, S100A4 inh HTS -13, RAD54 branch -10, esBAF inh 1, ERAP1 HTS inh 3 and ERp5 block 7.
O=C(N[C@@H]1CC[C@H](CCn2cc(C3CCCCC3)nn2)O[C@H]1CO)c1cccnc1 was read as E-selectin induc -0.3, Xi reactivation -0.6, S100A4 inh HTS 2, RAD54 branch 3, esBAF inh 1, ERAP1 HTS inh 0 and ERp5 block 2.
Screening C[C@@H]1CN([C@H](C)CO)C(=O)c2cccc(NC(=O)Nc3ccc(F)cc3)c2O[C@H]1CN(C)Cc1ccccc1 returned E-selectin induc 0.0, RAD52 anneal inh 5, Xi reactivation 0.0, S100A4 inh HTS -3, RAD54 branch -5, esBAF inh 4, ERAP1 HTS inh -4 and ERp5 block 11.
For Cn1c(SCC(=O)N2CCOCC2)nc2c(c1=O)SCC2 the results were RAD52 anneal inh 0, Xi reactivation 0.0, S100A4 inh HTS -3, RAD54 branch -6, esBAF inh 7, ERAP1 HTS inh 3 and ERp5 block 1.
For Cc1cc(N2CCOCC2)nc(SCc2c(Cl)cccc2Cl)n1 the results were RAD52 anneal inh 7, Xi reactivation -0.2, S100A4 inh HTS 0, RAD54 branch -9, ERAP1 HTS inh 4 and ERp5 block 4.
For Cc1ccc(S(=O)(=O)N2CCC(=O)N(C(COC(=O)Nc3ccccc3)Cc3ccccc3)CC2)cc1 (configuration not stated) the results were E-selectin induc -0.1, RAD52 anneal inh -6, Xi reactivation 0.1, S100A4 inh HTS -12, RAD54 branch -4, esBAF inh 8 and ERp5 block -2.
`CC1(C)c2[nH]c3ccccc3c2C[C@@H]2C(=O)N(c3ccc(F)cc3F)C(=O)N21` gave E-selectin induc -0.2, RAD52 anneal inh -11, Xi reactivation 0.0, S100A4 inh HTS -4, RAD54 branch -13, esBAF inh 1, ERAP1 HTS inh -2 and ERp5 block 5.
COC(=O)C1C2OC(C(Br)C2Br)C1C(=O)OC (configuration not stated) was read as E-selectin induc 0.1, RAD52 anneal inh -9, Xi reactivation 0.1, S100A4 inh HTS -3, ERAP1 HTS inh -3 and ERp5 block 13.
For O=C(N/N=C/c1cccc2ccccc12)c1cccnc1 the results were E-selectin induc -0.1, RAD52 anneal inh 1, Xi reactivation 0.0, S100A4 inh HTS 2, RAD54 branch -1, esBAF inh 7, ERAP1 HTS inh 0 and ERp5 block -1.
CC1(C(=O)NS(=O)(=O)c2cccc(C#N)c2)CCN1C(=O)Cc1ccc(Cl)cc1Cl (configuration not stated) was read as E-selectin induc 0.1, RAD52 anneal inh -14, Xi reactivation -0.1, S100A4 inh HTS 0, RAD54 branch -2, esBAF inh -8, ERAP1 HTS inh -2 and ERp5 block 3.
Screening CN(C)c1ncc(C(=O)O)cn1 returned RAD52 anneal inh 4, S100A4 inh HTS -2, RAD54 branch -15, esBAF inh 3, ERAP1 HTS inh -4 and ERp5 block -4.
For CCc1c(-c2ccc(F)cc2)ncn1CCc1ccccc1OC the results were E-selectin induc -0.2, RAD52 anneal inh -13, Xi reactivation 0.1, S100A4 inh HTS 5, ERAP1 HTS inh 2 and ERp5 block -6.
Cc1ccc(-c2nc(NC(=O)c3cc(C(C)(C)C)nn3C)sc2C)cc1Cl was read as E-selectin induc 7.9, RAD52 anneal inh -7, Xi reactivation 0.1, S100A4 inh HTS -4, RAD54 branch -6, esBAF inh 4, ERAP1 HTS inh -8 and ERp5 block 2.
